cln2 rad14: NCI yeast anticancer drug screen, S. cerevisiae cln2 rad14 strain; % growth inhibition at 50 µM; 8.3% of 78,000 active; AID 165, 2004;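 also: 0% = growth of vehicle-only cultures of the same strain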
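Test compounds were added to cln2 rad14 yeast cultures; inhibition of growth was then determined by comparison with vehicle treatment.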
rad50: NCI yeast anticancer drug screen, S. cerevisiae rad50 strain | AID 155, 2004 | 10% of 79,000 active | % growth inhibition at 50 µM;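 also: 0% = growth of vehicle-only cultures of the same strain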
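Readout: growth inhibition relative to vehicle-treated cultures. Compound exposure was carried out in a genetically defined yeast strain deficient in DNA damage repair.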
yeast mec2-1: NCI yeast anticancer drug screen, S. cerevisiae mec2-1 strain; AID 157, 2004; 9% of 79,000 active; % growth inhibition at 50 µM;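 also: 0% = growth of vehicle-only cultures of the same strain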
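Vehicle-treated cultures served as reference for growth inhibition of compound-exposed mec2-1 yeast.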
sgs1 mgt1: NCI yeast anticancer drug screen, S. cerevisiae sgs1 mgt1 strain; growth inhibition, % at 50 µM; 10% of 78,000 active;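 also: 0% = growth of vehicle-only cultures of the same strain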
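Yeast cells carrying a defined DNA-repair defect were exposed to test compounds. Growth inhibition was measured relative to vehicle-treated controls.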
yeast bub3: NCI yeast anticancer drug screen, S. cerevisiae bub3 mutant strain; 9.9% of 78,000 active; growth inhibition, % at 50 µM; AID 167, 2004;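 also: 0% = growth of vehicle-only cultures of the same strain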
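Mutant yeast screening strain plus compound; vehicle-treated cultures serve as the 0% inhibition reference.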
mlh1 rad18: NCI yeast anticancer drug screen, S. cerevisiae mlh1 rad18 strain; growth inhibition, % at 50 µM; 11% of 79,000 active;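 also: 0% = growth of vehicle-only cultures of the same strain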
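Inhibition values reflect reduced growth of mutant yeast versus vehicle-treated controls following compound exposure; the mutations affect DNA damage repair.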
Numbers without * were called inactive; . = no result given; & = joins results of further samples. Rule as the data show it: active = growth inhibition above about 70%; inactive = the rest. An unsorted share of the library. About 13% of those tested had a hit in this group.

Second line of a record: cln2 rad14, rad50, yeast mec2-1, sgs1 mgt1, yeast bub3, mlh1 rad18
- CCOC(=O)c1sc2nc(SC)nc3c2c1N=CN3c1ccccc1Cl
    -19, 5, 1, 0, -5, -36
- CCOC(=O)C(F)(F)C(F)(F)C(F)(F)F
    11, 5, -16, 9, -6, 12
- FC(F)(F)C(F)(F)C(F)(F)c1nc(C(F)(F)C(F)(F)C(F)(F)F)nc(C(F)(F)C(F)(F)C(F)(F)F)n1
    19, 22, -1, 32, 15, 26
- COc1cc(C=O)cc(Br)c1O
    -8, 13, -4, 34, -20, 34
- Clc1ccccc1SSc1ccccc1Cl
    -9, 21, 24, 22, 28, 30
- COc1ccc2c(c1)C1(C)CCC(=O)C(C)=C1CC2 (stereo not given)
    8, 18, -4, 23, 15, 14
- CN(C)c1ccc(/[N+]([O-])=C/C=C/C=[N+](/[O-])c2ccc(N(C)C)cc2)cc1
    -29, -1, 4, 2, 13, -15
- CCN(CC1CN(c2ccccc2)CC(CO)O1)c1ccccc1 (stereo not given)
    19, 26, 29, 51, 20, 27
- CC(C)Nc1ccc(O)cc1
    -6, -21, -40, -4, -10, -8
- CCOc1ccc2ccc3cccnc3c2n1
    -4, 69, 47, 71*, 59, 35
- Cc1ccc(-c2cc3ccccn3c2)cc1
    11, -3, -7, -10, -3, 3
- Cc1ccc(C(=O)/C=C/c2ccc3c(c2)OCO3)c(C)c1
    -7, 40, 22, 53, 48, 33
- COc1cccc2cc(C3(c4ccccc4)OC(=O)c4ccccc43)ccc12 (stereo not given)
    -21, -6, -12, 4, 33, -12
- O=C1C=C2OCOC2=C/C1=C/C=C/c1ccccc1
    -19, 32, 10, 28, 15, 22
- Cc1cs[n+](C)c1
    -21, -1, -2, -2, -19, -15
- O=C(NC/C(Br)=C/Br)Nc1cnc2ccccc2c1
    0, -6, 25, -4, 1, -17
- CCC(=O)C(C)C(=O)N(CC(C)C)CC(C)C (stereo not given)
    -12, -13, -7, -5, 0, -20
- COc1ccc(C(C)Nc2cc(OC)c(OC)c(OC)c2)cc1 (stereo not given)
    6, -20, -14, -3, -10, -15
- CCCCCCCCCC1=C(C#N)C(=O)OCCN1C
    -22, -13, -3, 0, -11, 4
- CCC(C)C(C(=O)OCCC[N+]1(C)CCCCC1)c1ccccc1 (stereo not given)
    -4, 50, -7, 18, 6, 14
- c1ccc(CCn2cncn2)cc1
    3, -48, -18, -36, -26, -32
- CC(=O)C1CC(CC(=O)O)C1(C)C (stereo not given)
    11&14, 10&5, 10&-7, 12&-4, 5&-2, 15&3
- CCCCC(NC(=O)CNC(=O)OCc1ccccc1)C(=O)O (stereo not given)
    21, 18, -1, 9, 13, 9
- COc1ccc(/C(C)=N/NC(N)=S)c(OC)c1
    -6, -64, -12, 0, -21, 17
- CC(C)OC(=O)C1C(=O)CC(c2ccccc2)C1c1ccccc1 (stereo not given)
    -52, 4, -9, -5, -7, 4
- CCC/C(C)=N/Nc1ccc([N+](=O)[O-])cc1[N+](=O)[O-]
    -37, 17, -18, -10, 2, 16
- CC(=O)Nc1cc(S(=O)(=O)O)cc2cc(S(=O)(=O)O)cc(O)c12
    22, -21, -13, 0, 16, -8
- Cc1ccc(S(=O)(=O)CC(=O)CC(=O)C(=O)Nc2ccc(C)cc2C)cc1
    2, 2, -9, -21, -9, 13
- OC1COC(O)(CN2CCOCC2)C(O)C1O (stereo not given)
    5, 14, 6, 11, 18, 8
- O=NC1C(Cl)C2CC1C1CCCC21 (stereo not given)
    51, 25, 23, 41, 25, 50
- CC1(C)CC(=O)C(C=NC(=S)c2ccccc2)=C(O)C1
    -1, -43, -54, -37, -13, 22
- Nc1ccc(/C=C/c2cccc3cccnc23)cc1
    -11, 22, 0, 43, -13, 54
- CCCN(C(C)=O)c1ccccc1
    -18, 13, 20, -11, 3, -53
- CC(=O)N(C)C1=C(Sc2ccc([N+](=O)[O-])cc2)C(=O)c2ccccc2C1=O
    99*, 97*, 100*, 98*, 99*, 99*
- COc1ccc(Cc2nnc(Nc3ccc(Br)cc3)[nH]c2=O)cc1OC
    1, -16, -8, -3, -26, 5
- Cc1ccc(NC(=S)NCCc2ccccn2)cc1C
    1, 29, 14, 29, 21, 22
- O=[N+]([O-])c1cccc(S(=O)(=O)N/N=C/c2cc(I)cc([N+](=O)[O-])c2O)c1
    8, 25, 13, 35, 5, 46
- Cc1ccc(/C=N/Nc2ccc3ccccc3n2)s1
    3, 0, 19, 22, 21, 30
- C=CC(C)(C)c1c(OC)oc2ccc(OC)c(C)c2c1=O
    -4, 33, 36, 14, 9, -7
- Cc1cc(C)nc(CCSS(=O)(=O)O)c1
    1, 13, -1, 3, 41, 6
- C/C(=C\CC1C(=O)N(c2ccccc2)N(c2ccccc2)C1=O)CO
    -18, -11, -32, -30, -29, -12
- O=C(CN1C(=O)c2ccccc2C1=O)C(O)CN1C(=O)c2ccccc2C1=O (stereo not given)
    28, 2, 1, 2, 11, 15
- CCCCCOc1ccc(C2=C(c3ccccc3)C(=O)C(c3ccccc3)=C2c2ccccc2)cc1
    27, 40, 12, 33, -3, 23
- O=C(O)Cc1cc(I)c(Oc2ccc(O)cc2)c(I)c1
    15, -5, -29, 6, -10, 4
- CC1(C)CC2=C(SC3C=CC=CC3N2)C(=O)C1C(=O)C(N)=O (stereo not given)
    -4, -35, -15, -5, -23, -34

Continued; the last 6 above are carried over.
Second line of a record: cln2 rad14, rad50, yeast mec2-1, sgs1 mgt1, yeast bub3, mlh1 rad18
- Cc1cc(C)nc(CCSS(=O)(=O)O)c1
    1, 13, -1, 3, 41, 6
- C/C(=C\CC1C(=O)N(c2ccccc2)N(c2ccccc2)C1=O)CO
    -18, -11, -32, -30, -29, -12
- O=C(CN1C(=O)c2ccccc2C1=O)C(O)CN1C(=O)c2ccccc2C1=O (stereo not given)
    28, 2, 1, 2, 11, 15
- CCCCCOc1ccc(C2=C(c3ccccc3)C(=O)C(c3ccccc3)=C2c2ccccc2)cc1
    27, 40, 12, 33, -3, 23
- O=C(O)Cc1cc(I)c(Oc2ccc(O)cc2)c(I)c1
    15, -5, -29, 6, -10, 4
- CC1(C)CC2=C(SC3C=CC=CC3N2)C(=O)C1C(=O)C(N)=O (stereo not given)
    -4, -35, -15, -5, -23, -34
- C=CCCCCCCCCCCC
    12, -11, -11, -14, 2, -5
- Cc1c(CNc2ccc(Cl)c(Cl)c2Cl)cnc2nc(N)nc(N)c12
    43, 78*, 44, 65, 51, -36
- OCCN(Cc1ccccn1)Cc1ccccn1
    11, 14, -4, 36, 8, 9
- N#CC1(c2ccccc2)C(c2ccccc2)=CC(=C2C(=O)NC(=O)N(c3ccccc3)C2=O)C=C1c1ccccc1 (stereo not given)
    -23, -13, -4, -4, -1, -3
- Cc1cc(N=[N+]=[N-])c2cc(C3CCCCC3)ccc2n1
    90*, 96*, 79*, 98*, 91*, 97*
- C(#Cc1c2ccccc2c(C#Cc2ccccc2)c2c1oc1ccc3ccccc3c12)c1ccccc1
    -33, -37, -14, -20, 1, -22
- COc1cc(=O)cc2n(c1=O)CCC2
    -28, -8, -5, -13, 8, -2
- S=c1nc(-c2cccnc2)[nH][nH]1
    1, 2, 0, 1, 2, 4
- O=C1C(Br)=C[C@H]2C3C=CC(Br)(C3=O)[C@@H]12 (stereo not given in full)
    25, 21, 15, 15, 16, 24
- CN(C)c1ccc2c(N(C)C)cc(N(C)C)nc2c1
    20, -15, -4, -17, 3, -12
- Nc1cc(F)c(N=Nc2ccccc2)c(F)c1
    -16, 7, 5, -28, -8, 1
- O=C1N(c2ccccc2)N=C2CCCCCCCCCCC12O (stereo not given)
    34, -4, -8, -9, -16, 9
- OC1COC(O)(CNCCc2c[nH]c3ccc(OCc4ccccc4)cc23)C(O)C1O (stereo not given)
    -50, -26, 7, -18, -21, 19
- CCCCCC(C)CO (stereo not given)
    -4, -2, -1, -56, 2, -31
- CCN(CC)C(C(=O)Nc1ccccc1)C(=O)Nc1ccccc1
    ., 4, 3, ., ., -5
- O=C(O)/C=C/C(=O)NCCCCCCNC(=O)/C=C/C(=O)O
    -9, 5, -26, 2, -17, -15
- O=c1[nH][nH]c(=O)c2[nH]cnc12
    -63, -12, -8, 29, -6, -10
- COC(=O)c1[nH]cnc1/N=N/N(C)C
    99*, 99*, 99*, 99*, 99*, 99*
- CCOC(=O)c1ccc(N=c2sc3ccccc3nc2Nc2ccc(C(=O)OCC)cc2)cc1
    34, 3, -4, -2, 2, 11
- COC(=O)C(O)C(O)C(O)C(O)C(O)CO (stereo not given)
    -45, -1, -12, 0, -9, -5
- OCCN(CCO)c1ncnc2c1ncn2Cc1ccccc1
    -42, -7, -8, -7, 8, -20
- CCCCCCC(C)N1C(=O)c2ccccc2C1=O (stereo not given)
    -39, 6, 7, 5, 1, -8
- CC1=CC(=C(c2cc(C)c(O)c(C(=O)O)c2)c2cc(C)c(O)c(C(=O)O)c2)C=C(C(=O)O)C1=O
    2, -2, -28, -8, 9, 7
- CC(=O)CC(=O)Nc1cc(Cl)ccc1Cl
    -37, 8, -11, 14, -5, 14
- NC(CCSCc1ccccc1)C(=O)O (stereo not given)
    -8, -2, 5, -33, 5, 8
- COc1cc(NCC2COc3c(ccc(OC)c3OC)C2=O)c([N+](=O)[O-])cc1OC (stereo not given)
    15, 9, 20, 8, -5, 21
- Cc1cc(O)c([N+](=O)[O-])cc1C
    -2, -8, -2, -15, 4, -4
- Nc1ncnc2c1ncn2[C@@H]1C[C@H]1CO
    12, -40, 11, -24, 21, -23
- COc1cc(OCc2ccc3oc(=O)c(-c4ccccc4)nc3c2)cc(OC)c1OC
    8, 17, 1, 2, 19, 9
- O=C1/C(=C/c2ccco2)CC/C1=C\c1ccco1
    -18, 23, 15, 29, 14, 45
- O=c1ccn2n1Cc1ccccc1C2
    13, -26, -21, -18, -6, -21
- COc1ccc(/C=N/N2CN(C(C)C(=O)O)B(NCCC(C)C)N=C2N)cc1OC (stereo not given)
    6, 0, -10, 21, 29, -4
- COC(=O)C1CC23C=CCN4CC(C2C)C2(c5ccccc5NC12)C43 (stereo not given)
    -6, 6, -12, 16, -8, -35
- CN(C)c1ccc2nc3c(cc(Nc4cccc(Nc5cc6[o+]c7cc(N(C)C)ccc7nc6c6ccccc56)n4)c4ccccc43)[o+]c2c1
    -40, 50, 8, 0, 25, 19
- CN1BN(C)BN(C)B1
    -2, -3, -16, 3, 10, -24
- COC(=O)OCCOC(=O)OC
    18, 3, 2, -8, 15, 10
- COC(=O)/C(C#N)=C\NC(=S)NNC(C)=O
    4, -31, -34, -32, -29, -12
- CC1(C)OC(C[C@]2(C#N)C[C@H](CCl)OC(C)(C)O2)C[C@@H](C[C@]2(C#N)C[C@H](CCl)OC(C)(C)O2)O1 (stereo not given in full)
    -34, -24, -9, -25, 14, -40
- O=C(N/N=C/c1c(Cl)cccc1Cl)C1CCCO1 (stereo not given)
    8, 6, 7, 5, -6, 5
- O=C(O)c1ccc(OS(=O)(=O)c2ccccc2)cc1
    22, 26, 8, 40, 47, 16
- CN(C)c1ccc(C2(c3ccc(N(C)C)cc3)NNC(=O)c3cc(N(C)C)ccc32)cc1
    17, 21, 5, 13, -3, 2
- COc1ncnc2ccccc12
    -33, -31, -17, -21, -25, -25
- Cc1cc(=O)c2c(ccc3cc4ccccc4cc32)[nH]1
    44, 67, 38, 46, 40, 59
- CC(=O)OC[C@@]12Cc3ccc(C)c(O)c3[C@]1(C)[C@@H](OC(C)=O)[C@]1(O)[C@H]([C@@H](OC(=O)c3ccccc3)[C@@H](C)[C@H]1OC(C)=O)[C@H]2OC(C)=O
    -24, -32, -27, -13, -30, -44
- O=C1CN2Cc3cc(N4CCOCC4)ccc3N=C2N1
    6, -1, 13, 28, 13, 34
- c1ccc([P+](CCN2Cc3ccccc3C2)(c2ccccc2)c2ccccc2)cc1
    76*, 72*, 79*, 82*, 79*, 89*
- C[Si]1(C)c2ccccc2Oc2ccccc21
    5, 3, -15, -16, 6, -8
- O=C1C(CN2CCOCC2)CCCC1CN1CCOCC1 (stereo not given)
    -27&19, 1&12, 34&35, 25&11, 70&1, 9&27
- CCc1cc(Cc2cc(CC)c(NC(=O)C(=O)Cc3ccccn3)c(CC)c2Cl)c(Cl)c(CC)c1NC(=O)C(=O)Cc1ccccn1
    5, 9, -8, -11, -15, 2
- CC(C)(C)C(=O)NO
    7, -13, -12, -14, 4, 0
- CCOC(=O)/C(C#N)=C/c1ccc(C)o1
    33, 19, 3, 27, 31, 35
- CCOC(=O)c1cc([N+](=O)[O-])cnc1C
    0, 6, 10, -2, 8, 2
- Cn1c(=O)c2[nH]c(=S)[nH]c2n(C)c1=O
    11, -6, -21, -3, -18, -5
- OC1CCCC(O)C1O (stereo not given)
    -2&-7, 6&1, -13&-3, 10&14, 21&4, -4&-3

Screening results: PubChem, NCI
